PfHsp40 yeast: restores yeast growth despite PfHsp40 toxicity; growth rescue, % at 12.5 µM; AID 504582; hit rate 0.68% among 340,000; S. cerevisiae expressing PfHsp40, growth rescue, ATP luminescence; in the data active means growth rescue above about 28%, passing the limit was not always enough; inconclusive means no clear call, values can overlap the other calls;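 further: yeast W303a lacking pdr1 and pdr3 grown in galactose medium; growth measured after three days at 30 °C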
BoNT-F LC inh: blocks Botulinum neurotoxin F light chain protease; Multiplex microsphere protease cleavage assay, flow cytometry; inhibition, % at 10 µM; hit rate 0.22% among 360,000; AID 588497; in the data active means inhibition above about 35%, passing the limit was not always enough; inconclusive means no clear call, values can overlap the other calls; further: plate controls were buffer without enzyme for full effect and enzyme alone for no effect
PrPC TRFRET: reduces human prion protein on the cell surface | cell surface PrPC, TR-FRET read-out | hit rate 0.43% among 370,000 | inhibition, % at 13.8 µM; in the data active means inhibition above about 24%; further: 0% = median of the test wells and 100% = reference compound wells
FadD28 binding: inhibitors of Mycobacterium tuberculosis FadD28 bisubstrate binding | inhibition, % at 12.5 µM | AID 588549 | FadD28 bisubstrate probe binding, fluorescence polarization | hit rate 0.22% among 360,000; in the data active means inhibition above about 8.5%, passing the limit was not always enough; inconclusive means no clear call, values can overlap the other calls
Anthrax LF inh2: blocks Bacillus anthracis lethal factor protease | P15917 | multiplex microsphere protease cleavage assay, LF | inhibition, % at 10 µM | hit rate 0.12% among 360,000 | AID 588501; further: plate controls were buffer without enzyme for full effect and enzyme alone for no effect
Target sequence (P15917 whole entry, looked up): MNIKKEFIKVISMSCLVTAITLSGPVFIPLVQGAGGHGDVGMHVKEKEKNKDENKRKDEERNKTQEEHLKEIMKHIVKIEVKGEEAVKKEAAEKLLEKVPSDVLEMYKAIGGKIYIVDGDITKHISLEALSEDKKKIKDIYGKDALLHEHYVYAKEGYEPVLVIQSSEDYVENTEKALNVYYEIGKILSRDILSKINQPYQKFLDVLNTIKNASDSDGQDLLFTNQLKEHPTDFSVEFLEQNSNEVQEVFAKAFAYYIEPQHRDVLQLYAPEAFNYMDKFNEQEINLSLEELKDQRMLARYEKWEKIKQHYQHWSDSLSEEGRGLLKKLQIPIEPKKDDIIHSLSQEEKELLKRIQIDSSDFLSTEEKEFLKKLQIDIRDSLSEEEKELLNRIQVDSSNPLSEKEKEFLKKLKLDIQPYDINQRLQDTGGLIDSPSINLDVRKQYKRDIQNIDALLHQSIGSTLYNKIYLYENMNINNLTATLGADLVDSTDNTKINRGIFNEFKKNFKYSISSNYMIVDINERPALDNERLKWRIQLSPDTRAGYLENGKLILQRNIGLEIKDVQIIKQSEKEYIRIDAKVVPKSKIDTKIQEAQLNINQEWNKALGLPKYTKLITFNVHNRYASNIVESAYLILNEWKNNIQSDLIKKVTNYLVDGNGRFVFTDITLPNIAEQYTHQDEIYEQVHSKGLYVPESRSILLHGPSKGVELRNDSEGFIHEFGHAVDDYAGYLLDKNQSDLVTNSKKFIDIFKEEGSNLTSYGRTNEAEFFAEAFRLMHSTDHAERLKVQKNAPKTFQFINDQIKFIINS
CCHFV vOTU inh: CCHFV vOTU protease inhibition; Pep-AMC fluorescence; inhibition, % at 11.5 µM; hit rate 0.55% among 370,000; AID 651958; in the data active means inhibition above about 30%; further: 0% = vehicle wells with enzyme and 100% = no enzyme wells
Y pestis TopoI: Y. pestis Topo-I inhibition via cleavage products; Y. pestis Topo-I cleavage product accumulation, plate reader; activity, % at 10 µM; hit rate 0.064% among 360,000; in the data active means activity above about 50%, passing the limit was not always enough; inconclusive means no clear call, values can overlap the other calls; further: inactives centre near 2
TcdB GH inh: inhibitors of Clostridioides difficile toxin B glycohydrolase. hit rate 0.24% among 350,000. P18177. TcdB glycohydrolase enzymatic assay, plate reader. AID 652162. inhibition, % at 9.99 µM; in the data active means inhibition above about 10%
BoNT-A LC inh2: blocks Botulinum neurotoxin A light chain protease; inhibition, % at 10 µM; hit rate 0.17% among 360,000; multiplex microsphere protease substrate cleavage, flow cytometry; further: plate controls were buffer without enzyme for full effect and enzyme alone for no effect
* = called active by the depositor; ? = inconclusive; . = not tested or not shown. Unless noted, no stated cut-off is given here; in the data, active means inhibition above about 30%; inconclusive means no clear call, values can overlap the other calls; inactive means below that. No enrichment for hits; overall some 2.3% were active at least once.

entry	Molecule	PfHsp40 yeast	BoNT-F LC inh	PrPC TRFRET	FadD28 binding	Anthrax LF inh2
1	O=C(CSc1nnc(Cn2c(=O)sc3ccccc32)n1-c1ccccc1)N1CCCCCC1	0.6	-2	0	-3.4	3
2	CCCS(=O)(=O)c1c(S(=O)(=O)CCC)c2c(N)cccn2c1C(=O)OC	-1.1	-2	-13	0.8	-2
3	CC(C)CN(Cc1c(O)ccc2c(=O)c(-c3ccccc3)coc12)CC(C)C	-0.8	-23	8	0.6	-7
4	O=C(NC1CCCC1)c1cc2cc(Br)ccc2o1	-2.0	2	3	0.3	-3
5	O=C(CCS(=O)(=O)c1ccc(F)cc1)Nc1nnc(-c2cccs2)o1	0.0	2	0	-0.6	-4
6	CCOc1ccc(C(=O)C[n+]2ccc(C(=O)NCCO)cc2)cc1	-0.5	12	-25	0.4	3
7	O=c1c([N+](=O)[O-])c(N2CCCC2)c2ccccc2n1-c1ccccc1	0.8	-7	-3	-0.3	-2
8	ClCCN(CCCl)c1ccc(C=NNc2ncccn2)cc1	35*	0	6	0.8	-4
9	COc1ccc(Cc2nnc(SCC(=O)NCc3ccco3)o2)cc1	0.2	13	3	1.3	0
10	CC(=O)c1ccc(N2CCN(C(C)C(=O)NC3CCCc4ccccc43)CC2)cc1 (stereo not given)	-0.2	11	-2	-1.1	1
11	CCOC(=O)CSc1nc2cc(S(=O)(=O)Nc3ccccc3OC)ccc2o1	0.5	-4	2	-3.0	0
12	C=CCC(C)(NCc1ccccc1)c1ccc(C)cc1 (stereo not given)	-1.0	-5	-3	-4.3	-2
13	O=C(NC1CCCCCCC1)c1ccc(S(=O)(=O)N2CCCC2)cc1	1.6	1	3	-4.8	2
14	CC(=O)c1c(C)[nH]c(C(=O)Nc2ccc(C)c(S(=O)(=O)N(C)C)c2)c1C	0.3	-3	6	-15	-5
15	COc1ccc(NC(=O)CC2CCCC2)cc1OC	0.1	1	7	-2.5	-1

entry	CCHFV vOTU inh	Y pestis TopoI	TcdB GH inh	BoNT-A LC inh2
1	-1	13	-0.2	-0.7
2	16	-2	-0.3	-0.7
3	-19	2	0.2	-0.4
4	-3	-2	2.2	-7.3
5	-5	8	-0.1	0.4
6	-1	-8	-1.9	2.8
7	-4	1	1.5	0.1
8	24	3	0.9	-0.1
9	7	-1	.	-0.1
10	11	16	.	1.3
11	-4	20	1.9	-0.3
12	-10	-1	0.6	-0.2
13	9	12	.	0.1
14	17	-7	4.7	-0.3
15	-15	-6	0.7	-0.7

In the list so far, 2 contain a furan ring, fused or not.
entry	Molecule	PfHsp40 yeast	BoNT-F LC inh	PrPC TRFRET	FadD28 binding	Anthrax LF inh2
4	O=C(NC1CCCC1)c1cc2cc(Br)ccc2o1	-2.0	2	3	0.3	-3
9	COc1ccc(Cc2nnc(SCC(=O)NCc3ccco3)o2)cc1	0.2	13	3	1.3	0

entry	CCHFV vOTU inh	Y pestis TopoI	TcdB GH inh	BoNT-A LC inh2
4	-3	-2	2.2	-7.3
9	7	-1	.	-0.1

A draw from above in order of length of the SMILES, ascending:
entry	Molecule	PfHsp40 yeast	BoNT-F LC inh	PrPC TRFRET	FadD28 binding	Anthrax LF inh2
15	COc1ccc(NC(=O)CC2CCCC2)cc1OC	0.1	1	7	-2.5	-1
4	O=C(NC1CCCC1)c1cc2cc(Br)ccc2o1	-2.0	2	3	0.3	-3
11	CCOC(=O)CSc1nc2cc(S(=O)(=O)Nc3ccccc3OC)ccc2o1	0.5	-4	2	-3.0	0

entry	CCHFV vOTU inh	Y pestis TopoI	TcdB GH inh	BoNT-A LC inh2
15	-15	-6	0.7	-0.7
4	-3	-2	2.2	-7.3
11	-4	20	1.9	-0.3

Continuation.
entry	Molecule	PfHsp40 yeast	BoNT-F LC inh	PrPC TRFRET	FadD28 binding	Anthrax LF inh2
16	O=C(NCc1ccccc1)c1ccc2c(c1)S(=O)(=O)c1cc(Cl)ccc1C2=O	3.4	1	-13	1.6	-4
17	CCCOC(=O)CSC1=C(C#N)C(c2ccc3c(c2)OCO3)CC(=O)N1 (stereo not given)	-1.0	3	18	0.3	0
18	Cc1ccc(NC(=O)CN2CCC(NC(=O)Cc3ccccc3)CC2)c(C)c1	2.5	-4	5	-0.4	0
19	COc1ccc(C(=O)OC(C)CN2CCOCC2)cc1 (stereo not given)	-1.0	4	2	-4.7	5
20	O=c1[nH]c(=O)n(Cc2ccco2)c2c1C(C(F)(F)F)(C(F)(F)F)N=C(C1CCCCC1)N2	0.3	2	-3	0.0	-15
21	Cc1cc(C)cc(OCC(=O)Nc2ccncc2)c1	-0.4	-12	-2	-2.3	-5
22	Cn1c2c(c(=O)n(C)c1=O)C(c1ccc(C(F)(F)F)cc1)CC(=O)N2 (stereo not given)	0.0	-4	4	-3.1	-4
23	O=C(c1ccc(N2CCCC2)c([N+](=O)[O-])c1)N1CCN(S(=O)(=O)c2ccccc2)CC1	0.5	6	-15	-1.2	-2
24	CCCS(=O)(=O)Nc1ccc2cn[nH]c2c1	-0.2	-8	-3	0.0	-4
25	COc1ccc(N2CCN(CCCNC(=O)c3ccc(CS(=O)(=O)c4ccc(Cl)cc4)o3)CC2)cc1	0.7	-3	-7	-1.5	-1
26	COC(=O)c1c(C)[nH]c(C(=O)C(C)OC(=O)C2CC2C)c1C (stereo not given)	-0.6	-3	10	0.5	5
27	COc1ccc(OC(=O)c2cnc3n(c2=O)CCS3)cc1	-0.2	?	0	-1.1	26
28	CCCOc1ccc(CN2CCOCC2)cc1OC	-0.1	-2	6	-0.9	1
29	COc1ccc(CCC(=O)OCC(=O)Nc2sccc2C(N)=O)cc1	0.3	3	-4	0.4	-1
30	CN(Cc1ccncc1)C1CC(=O)N(c2ccc(Cl)cc2)C1=O (stereo not given)	1.3	4	1	-0.4	0

entry	CCHFV vOTU inh	Y pestis TopoI	TcdB GH inh	BoNT-A LC inh2
16	1	-2	-0.7	-0.6
17	20	-1	.	0.0
18	5	-5	0.9	-0.2
19	1	0	-0.6	0.6
20	-3	2	.	2.3
21	6	-2	-1.6	-1.7
22	-5	0	.	-0.2
23	8	-10	0.1	-3.3
24	7	4	0.9	-0.7
25	10	18	0.6	0.2
26	-3	2	0.1	-0.1
27	6	-4	-1.2	-0.9
28	1	7	1.2	0.4
29	-7	-1	-1.2	-0.1
30	3	1	.	0.0

(next part)
entry	Molecule	PfHsp40 yeast	BoNT-F LC inh	PrPC TRFRET	FadD28 binding	Anthrax LF inh2
31	N#CC(C#N)=Cc1ccc(OC(=O)c2ccccn2)cc1	-0.8	-5	1	-0.6	-2
32	O=C(O)c1ccc(-[n+]2c(-c3ccccc3)cc(-c3ccccc3)cc2-c2ccccc2)cc1	-2.0	-3	-4	-0.4	-4
33	O=C(Nc1nc(-c2cc(F)ccc2F)cs1)C1=NN(c2ccccc2)C(=O)CC1	17	-4	1	0.4	-3
34	Cc1cccc[n+]1CC(=O)/C=C1\N(C)c2ccccc2C1(C)C	-0.2	-16	8	-3.6	1
35	CC(=O)c1c(C)[nH]c(C(=O)COC(=O)c2c(-c3ccccc3)noc2C)c1C	-1.2	-5	4	.	2
36	COc1ccc2c(CN(Cc3ccccc3)Cc3ccccc3)cc(=O)oc2c1	.	6	5	-2.4	-5
37	C=CCNc1nc(N)c([N+](=O)[O-])c(Nc2cccc(Cl)c2)n1	-1.0	9	3	1.2	-8
38	COc1cc(=O)oc(CCC(C)O)c1C (stereo not given)	0.9	2	-5	-1.5	-2
39	C/C(=N\NC(=O)c1ccoc1C)c1ccccc1	.	-16	-1	-2.2	3
40	O=C(/C=C/c1ccccc1)NC(N1CCOCC1)C(Cl)(Cl)Cl (stereo not given)	1.3	0	4	0.9	-1
41	Cc1cc(Cl)ccc1OC(C)C(=O)NN=C1CCCCCC1 (stereo not given)	1.0	-8	-5	-2.2	2
42	COc1ccc(NC(=O)CCC(=O)Nc2ccc3nc(N4CCOCC4)cc(C)c3c2)c(OC)c1	-0.7	-5	6	-3.1	0
43	Cc1ccc(S(=O)(=O)N(C)C)cc1NC(=O)c1ccc2ccccc2n1	-1.1	-2	4	0.1	3
44	O=C(Cc1ccccc1)Nc1ccc2oc(-c3cccnc3)nc2c1	1.0	2	7	-1.9	2
45	CC(=O)N1CCOCCOCCN(C(C)=O)CCOCC1	-0.5	-1	-4	-4.0	-1

entry	CCHFV vOTU inh	Y pestis TopoI	TcdB GH inh	BoNT-A LC inh2
31	-19	4	0.4	0.3
32	-5	12	0.4	0.2
33	-5	1	-0.2	-1.2
34	10	-4	0.3	6.3
35	2	2	0.3	-0.3
36	2	.	1.2	0.5
37	-9	5	1.5	-3.3
38	-10	5	0.8	0.0
39	-1	0	1.2	0.0
40	0	-2	1.5	0.2
41	-10	-3	0.4	-2.0
42	-4	-1	-1.1	0.4
43	6	1	1.0	0.8
44	-25	14	.	0.1
45	-5	-10	0.4	-0.6

Additional records
entry	Molecule	PfHsp40 yeast	BoNT-F LC inh	PrPC TRFRET	FadD28 binding	Anthrax LF inh2
46	CCOC(=O)N1CCN(c2ccnc3cc(Cl)ccc23)CC1	0.1	8	6	-3.0	-4
47	O=C(Nc1ccc(Cl)cc1)N1CCCN(c2ccc(C(F)(F)F)cc2[N+](=O)[O-])CC1	44*	.	0	-2.0	.
48	CCSc1nc2ccccc2n1CC(=O)OC	-2.0	9	6	0.9	-2
49	O=C(O)C1CCCCC1C(=O)NCCCCc1ccccc1 (stereo not given)	-2.1	10	4	0.8	-6
50	CCCc1nnc2n1N=C(c1ccc(C)cc1)CS2	1.0	0	11	-3.5	-1
51	CCOC(=O)C1(C)CCCN1C(=O)c1ccccc1OC (stereo not given)	.	1	4	-0.8	-6
52	CCOC(=O)C1=C(C)NC(=O)NC1c1cc2c(cc1Br)OCO2 (stereo not given)	-0.4	-8	-4	-1.3	-5
53	CC(=O)C(C)Oc1ccc(Cc2ncc(C(F)(F)F)cc2Cl)cc1 (stereo not given)	0.6	-3	-7	-2.2	-7
54	COCC1CCN(C(=O)c2cc(COc3ccc(F)cc3F)on2)C1 (stereo not given)	-0.4	4	1	-3.3	1
55	O=C(/C=C/Nc1ccc(F)cc1Br)c1ccccc1	-0.1	-3	2	0.5	0

entry	CCHFV vOTU inh	Y pestis TopoI	TcdB GH inh	BoNT-A LC inh2
46	10	16	-1.4	2.5
47	5	-9	0.5	.
48	7	8	.	0.7
49	3	1	.	-0.1
50	20	6	1.5	2.5
51	-3	9	0.5	0.6
52	0	2	.	1.9
53	7	5	-1.5	1.0
54	0	-10	1.0	3.9
55	19	4	.	-0.5

From PubChem BioAssay
